Assay outcomes (PubChem)
AddAB inh – less growth of phage-infected E. coli with AddAB; E. coli expressing H. pylori AddAB, absorbance growth; inhibition, % at 11.9 µM; 330,000 tested, 0.29% active; AID 435030; in the data active means inhibition above about 12%;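 further: 0% = vehicle wells of infected cells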
OPRM1-OPRD1 ag – agonists of human mu-delta opioid receptor heterodimerization | AID 504326 | 340,000 tested, 0.3% active | activation, % at 9.3 µM | cells, OPRM1-OPRD1 heterodimerization, luminescence | P35372+P41143; in the data active means activation above about 18%;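 further: 0% = vehicle-treated cells and 100% = reference agonist; values of inactives mirror those of a sister screen read the other way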
Target sequence (P35372 whole entry, looked up): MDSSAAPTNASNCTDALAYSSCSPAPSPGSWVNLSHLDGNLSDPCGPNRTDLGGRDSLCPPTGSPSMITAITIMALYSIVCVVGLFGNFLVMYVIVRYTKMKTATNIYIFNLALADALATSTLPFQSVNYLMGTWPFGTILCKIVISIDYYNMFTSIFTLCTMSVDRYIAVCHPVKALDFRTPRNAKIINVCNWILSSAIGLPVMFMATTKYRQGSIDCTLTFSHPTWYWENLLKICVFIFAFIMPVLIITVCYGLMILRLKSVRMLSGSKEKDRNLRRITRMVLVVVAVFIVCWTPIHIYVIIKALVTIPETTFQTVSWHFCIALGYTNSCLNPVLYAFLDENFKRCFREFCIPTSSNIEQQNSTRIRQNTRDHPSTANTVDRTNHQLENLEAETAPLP
Target sequence (P41143 whole entry, looked up): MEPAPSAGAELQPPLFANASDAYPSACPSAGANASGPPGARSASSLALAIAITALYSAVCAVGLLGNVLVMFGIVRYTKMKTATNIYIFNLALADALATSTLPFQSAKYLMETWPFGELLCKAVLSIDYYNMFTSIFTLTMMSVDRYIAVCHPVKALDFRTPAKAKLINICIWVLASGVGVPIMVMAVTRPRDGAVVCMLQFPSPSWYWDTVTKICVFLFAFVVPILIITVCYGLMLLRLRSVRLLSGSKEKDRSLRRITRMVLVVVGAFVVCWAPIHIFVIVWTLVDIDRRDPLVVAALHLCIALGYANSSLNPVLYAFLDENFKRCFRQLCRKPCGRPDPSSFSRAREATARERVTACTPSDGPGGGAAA
phage Ecoli inh – E. coli growth loss with phage present. growth absorbance. inhibition, % at 11.9 µM. 360,000 tested, 0.26% active. AID 651602; in the data active means inhibition above about 11%
PKA-R1A act – activators of PKA-R1A complex | activation, % at 11.4 µM | P00514+P68181 | 340,000 tested, 0.083% active | AID 504707 | PKA-R1A dissociation, Cy5-IP20 fluorescence polarization; scaled: DMSO 0%, 113 µM cGMP 100%;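 active means percent activation above the mean of all tested compounds plus 3 SD, cut at about 19% in these data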;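 further: higher means more PKAc released from R1A so a rise in polarization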
OPRM1-OPRD1 inv – mu-delta opioid heterodimer inverse agonism. inhibition, % at 9.3 µM. AID 504357. 340,000 tested, 0.21% active. P35372+P41143. cell-based MOR-DOR heterodimer luminescence; in the data active means inhibition above about 22%, passing the limit was not always enough;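 further: 0% = cells with DMSO and 100% = wells without cells with DMSO; values of inactives mirror those of a sister screen read the other way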
HTR5A inv ctr – inverse agonist of human HTR5A in OPRM1-OPRD1 counter-screen; P47898; HTR5A cell line, luminescence, inverse agonism; inhibition, % at 9.3 µM; 340,000 tested, 0.083% active; AID 504634; in the data active means inhibition mostly above about 23%, no sharp cut-off; inactive means mostly below about 18%;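 further: 0% = cells with DMSO and 100% = no-cell wells with DMSO; some compounds called inactive have numbers as strong as hits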
Ecoli viability – counter-screen for AddAB inhibitors: E. coli growth inhibition. E. coli V3065 growth, OD600 absorbance, 18 h. inhibition, % at 11.9 µM. 330,000 tested, 0.27% active;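 active means inhibition above the campaign's mean inhibition across all tested compounds plus 3 SD, cut at about 9.9% in these data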;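 further: uninfected addAB+ strain grown without phage in ampicillin broth; 0% = DMSO wells and 100% = ciprofloxacin 0.95 µg/ml wells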
PfHsp90 yeast 2 – reduces growth (ATP signal) of yeast expressing P. falciparum Hsp90. S. cerevisiae expressing PfHsp90, BacTiter-Glo ATP, 48 h; yeast lacking PDR1 and PDR3 efflux regulators. inhibition, % at 9.4 µM. 310,000 tested, 0.32% active. AID 504621;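 active means every replicate shows inhibition above about 80%, whatever the replicate mean, limit read from the data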;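 further: 0% = DMSO neutral controls and 100% = 20 µM radicicol positive controls; yeast relying on Plasmodium falciparum Hsp90 in place of its own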
HTR5A ag ctr – HTR5A agonism, opioid heterodimer counter-screen; P47898; AID 504692; 340,000 tested, 0.61% active; HTR5A agonist assay, luminescence, cell-based; activation, % at 9.3 µM; in the data active means activation mostly above about 9.5%, no sharp cut-off; inactive means mostly below about 7.6%;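 further: 0% = cells with vehicle only and 100% = reference agonist; strong numbers were not always called active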
Pemphigus Ab inh – inhibitors of pemphigus antibody binding to human desmoglein-3; P32926; DSG3-coupled beads, scFv-anti-DSG3-GFP binding, flow cytometry; active compounds read low; binding (percent of control), % at 10 µM; 310,000 tested, 0.48% active; AID 588358;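 active means binding more than 3 SD below its plate's average and above zero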;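 further: hits lower antibody fragment binding to DSG3; some compounds called inactive have numbers as strong as hits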
Mot1-301 SUMO – SUMOylation pathway inhibition by Mot1-301 growth rescue. S. cerevisiae Mot1-301 growth rescue, ATP luminescence, 38.5C; percent above DMSO median, 100 means doubled. growth rescue, % at 18.8 µM. 320,000 tested, 1% active. AID 2716;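 active means every valid replicate shows activation above 250% relative to neutral control wells; inactive means the rest, any valid replicate at or below 250%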;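 further: OY570 slx delta 5 strain wells were the positive control but not used for scaling; some compounds called inactive have numbers as strong as hits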
An asterisk follows results filed as active; . = no result given.

SMILES,HTR5A ag ctr,Pemphigus Ab inh,Mot1-301 SUMO,HTR5A inv ctr,PfHsp90 yeast 2,OPRM1-OPRD1 inv,Ecoli viability,PKA-R1A act,AddAB inh,phage Ecoli inh,OPRM1-OPRD1 ag
CCC(C)NC(=O)c1csc2c1CCCCC2 (centres undefined),0,102,-35,-11,.,14,-0.2,-5,0.1,2.8,-2.4
CCN(CC(=O)Nc1c(F)cccc1F)C(=O)c1ccccc1F,2,104,6,-9,19,9,0.7,-8,-1.2,0.8,-1.9
CCOC(=O)CNC(=O)N1CCc2ccc(NC(=O)c3ccccc3Cl)cc2C1,-4,125,-15,14,-11,11,-2.7,-2,-0.4,-0.4,-2.4
O=C(NCCCCNC(=O)c1ccccc1F)c1ccccc1F,4,126,16,-13,-7,18,2.4,2,3.1,-0.6,-3.8
CSCCC(NC(=O)c1ccccc1Cl)C(=O)NCCc1ccccn1 (centres undefined),-3,86,-2,7,.,0,1.2,4,-0.5,-1.4,-0.1
CNC(=S)Nc1cccc(S(=O)(=O)NCc2ccco2)c1,-2,93,-6,6,.,11,0.4,1,-1.6,0.1,-2.0
COC(=O)[C@@H]1C[C@@H]2CC[C@@H](O)C[C@@H]2N1Cc1ccc(Cl)cc1,0,132,-15,-12,-19,9,-2.0,-3,-0.2,3.1,-1.6
CC12CCC(=O)CC1CCC1C2CCC2(C)C1CCC2(O)C(=O)CO (centres undefined),3,94,.,-10,-2,10,.,-5,.,1.9,-1.9
COc1ccc(Cl)cc1NC(=O)CN(C)C(=O)c1cn(-c2ccccc2)nc1-c1cccnc1,0,107,-8,1,3,17,1.6,-11,-1.9,4.3,-3.2
COc1ccc([N+](=O)[O-])cc1NC(=O)CC1SC(=Nc2cccc(C)c2C)N(/N=C(\C)c2ccc(C)cc2)C1=O (centres undefined),0,.,-12,-7,-20,-8,0.8,-7,1.9,0.8,1.8
O=C1CC2C(CC(OC(=O)c3ccc(-c4ccccc4)cc3)C2CO)O1 (centres undefined),6,103,-4,-15,16,-3,1.8,-7,1.1,0.6,0.8
CSc1nnc2c3c4c(sc3c(=O)n(-c3ccccc3)n12)CC(C)(C)OC4,5,89,128,-24,3,0,2.6,0,1.5,0.5,0.1
O=C(CN1CCN(Cc2ccccc2Cl)CC1)N/N=C/c1ccco1,-5,113,17,-4,-8,16,0.3,-8,0.9,1.5,-3.2
CCN(CC)CCN1C(=O)C(=O)/C(=C(/O)c2c(C)[nH]c(C(=O)OC)c2C)C1c1ccccc1OC (centres undefined),-4,102,5,12,-5,19,2.0,-3,0.8,2.2,-3.4
Cc1ccccc1C(=O)NCCSc1ccccc1,6,.,11,-13,-11,10,0.5,3,4.1,0.5,-2.3
O=S(=O)(c1ccccc1)N1CCN(Cc2cc3c(cc2Br)OCCO3)CC1,-2,.,68,6,42,-25,-0.1,-9,3.0,2.7,6.7
O=C(NCc1ccccc1)c1cc(S(=O)(=O)N2CCC3(CC2)OCCO3)ccc1F,0,100,-15,0,-7,2,1.3,2,3.4,2.3,-0.4
C=CCN1C(=O)/C(=C2/Sc3ccc(OC)cc3N2C)SC1=Nc1cccc(O)c1,0,109,-27,1,-20,-99,-0.1,-8,3.0,4.1,18
O=C1c2cccnc2C(O)N1Cc1ccco1 (centres undefined),5,100,1,-10,-41,16,-2.0,4,2.8,2.1,-2.8
COc1ccccc1NC(=O)COc1ccc(C(=O)OCC(=O)N(C(C)C)C(C)C)cc1OC,0,109,38,9,-14,15,-1.5,2,3.7,1.4,-3.1
Cc1ccc(S(=O)(=O)N(C)C)cc1NC(=O)CSc1nc2ccccc2[nH]1,2,94,-2,16,-8,-1,1.0,-9,0.3,2.9,0.2
CCOC(=O)[C@H]1[C@H]2COc3ccc(Br)cc3[C@H]2N2C(=O)CN(Cc3ccc(Cl)cc3)C(=O)[C@@]12C,2,103,.,-9,-17,-6,.,-11,.,2.9,1.3
O=C1CC2(CCN(C(=O)c3cccc(F)c3)CC2)Oc2ccccc21,0,95,-11,-7,-34,3,2.2,-1,4.7,1.4,-0.6
N#CC1=C(c2ccc(-c3ccccc3)cc2)COC1=O,-2,110,-7,-4,-36,21,0.7,-2,1.9,1.4,-4.3
CC(c1nnc(SCC(=O)Nc2ccc3[nH]c(=O)[nH]c3c2)n1Cc1ccccc1)N(C)C (centres undefined),-2,93,-15,-15,.,3,-2.7,-5,-2.6,3.2,-0.6
COC(=O)C(CCSC)NC(=O)c1cc2c(n(-c3ccccc3)c1=O)CCCC2=O (centres undefined),1,111,38,-2,.,14,-1.1,-2,2.4,1.1,-2.9
O=C(Nc1ccccc1)Nc1ccc(S(=O)(=O)N2CCCCC2)cc1,-2,103,-19,16,-2,-30,5.7,-7,7.3,6.8,5.7
Cc1ccc(C(=O)Nc2sc3c(c2C(=O)O)CCCCC3)o1,-3,98,-26,-9,10,3,2.6,-8,-1.8,2.0,-0.5
CCOC(=O)C1=C(C)N=C2SCCC(=O)N2C1c1cc(Br)ccc1OC (centres undefined),-1,104,-12,-16,17,13,-2.1,-5,-1.8,0.3,-2.3
C/C(CC(=O)Nc1ccc(N(C)C)cc1)=N\NC(=O)c1ccccn1,-3,81,0,-9,19,15,0.8,-4,4.7,3.3,-3.2
Cc1cc(C)c(NC(=O)COC(=O)C23CC4CC(CC(O)(C4)C2)C3)c(Cl)c1,0,92,6,-2,-36,-14,-2.1,3,-0.6,0.4,2.8
Nc1ccc(C(=O)NCCCSc2ccccc2)cc1[N+](=O)[O-],-3,108,-10,6,6,6,0.9,2,3.4,0.7,-1.0
COC(=O)CN(c1cccc(C)c1)S(=O)(=O)c1ccccc1,2,103,33,-5,-13,23,2.3,2,-2.3,0.6,-4.4
C=C1CCN([C@H](C(=O)NCc2ccc(Cl)cc2)C(C)C)S(=O)(=O)c2ccccc21,10,108,27,-13,.,2,-1.6,7,-0.4,2.4,-0.3
O=C(N/N=C/c1ccc(Cl)cc1)c1cc(-c2cccnc2)nc2ccccc12,3,91,-14,-8,23,-17,-2.5,-12,4.0,3.1,3.6
CN(Cc1ccccc1)C(=S)Nc1cccnc1,2,112,-1,-6,.,16,-0.2,-12,0.3,-0.5,-3.4
Cc1nnc(SCC(=O)N(CC(C)C)C2CCS(=O)(=O)C2)s1 (centres undefined),0,104,-3,10,0,17,-3.5,0,-0.6,4.8,-4.5
O=C(/C=C/c1cccc([N+](=O)[O-])c1)c1ccc2c(c1)OCCO2,5,102,-9,-17,9,-9,-1.5,-3,-0.4,0.4,1.6
O=C1C2C3C=CC(C2C(=O)N1c1nccs1)C1C(=O)N(c2nccs2)C(=O)C31 (centres undefined),2,.,194,-5,-3,6,1.3,-11,-0.9,-1.0,-1.4
O=C(CCCC(=O)NN=Cc1cccc(O)c1)NN=Cc1cccc(O)c1,2,87,.,-7,-12,7,.,5,.,2.5,-1.4
CN(C(=O)c1cncc(Br)c1)C1C2CC3CC(C2)CC1C3 (centres undefined),1,101,780*,-2,7,10,2.1,-6,3.8,2.1,-1.9
N#Cc1cn(Cc2cccc(Cl)c2)c2ccccc12,-2,103,-26,5,.,-13,0.9,-8,4.6,2.8,2.5
NS(=O)(=O)c1ccc(NC(=S)Nc2ccc(Br)c(Cl)c2)cc1,8,99,-5,-8,-3,9,-0.4,-5,1.4,5.0,-1.9
NC(N)=Nc1nc(-c2ccccc2)c2ccccc2n1,-6,102,4,17,-38,8,4.3,4,3.3,5.4,-1.5
CCCS(=O)(=O)c1c(S(=O)(=O)CCC)c2c(C)cccn2c1C(=O)N/N=C/c1cc(O)cc(O)c1,7,.,15,-21,-14,-4,8.2,-4,14*,9.6,0.7
O=C(Nc1cccc2ccccc12)c1ccc([N+](=O)[O-])cc1,-1,117,6,2,-6,-9,0.6,-3,2.4,0.5,1.8
O=C(Nc1ccc2ncccc2c1)c1cc(Cl)ccc1Cl,2,101,32,-6,-57,-2,-2.5,-3,1.3,4.4,0.3
CC(C)(CNC(=O)c1cccc(S(=O)(=O)Nc2ccc(Br)cc2)c1)N1CCOCC1,1,97,-8,-10,16,5,-0.2,-10,2.9,0.7,-0.9
C=CCn1c(SCC(=O)Nc2sccc2C(N)=O)nc2ccccc2c1=O,-6,103,4,18,-13,10,-0.8,-6,1.1,0.6,-1.9
CCCCNC(=O)Nc1ccccc1Br,-3,101,0,9,-1,11,-1.6,-14,0.8,2.1,-1.8
Cc1ccc2nc(N/N=C/c3ccco3)cc(C)c2c1,-7,107,257,19,-8,-20,-0.4,4,-1.7,1.6,2.8
CC(C)N(Cc1c(O)ccc2c(=O)c(-c3ccc(Cl)cc3)coc12)C(C)C,6,105,7,-21,6,-5,-0.3,-6,-1.0,2.2,0.9
COc1ccccc1C(=O)COC(=O)c1c(-c2ccccc2)noc1C,7,105,48,-19,.,-19,-2.1,-3,0.3,0.4,3.0
O=C(Nc1ccc(S(=O)(=O)N2CCCCCC2)cc1)C1CCCO1 (centres undefined),4,.,-20,-8,-4,12,-0.8,-4,2.6,3.0,-2.4
CCN1C(=O)[C@H]2[C@@H](c3ccc(-c4cccc(Cl)c4)cc3)N[C@@](Cc3ccccc3)(C(=O)OC)[C@H]2C1=O,0,92,-7,-19,-1,-7,2.6,-7,3.6,1.5,1.4
O=[N+]([O-])c1ccc(Cl)c2c1C1C=CCC1C(c1ccccn1)N2 (centres undefined),1,103,-22,-5,9,-3,-0.3,-2,-0.3,6.2,0.7

Next results follow:
SMILES,HTR5A ag ctr,Pemphigus Ab inh,Mot1-301 SUMO,HTR5A inv ctr,PfHsp90 yeast 2,OPRM1-OPRD1 inv,Ecoli viability,PKA-R1A act,AddAB inh,phage Ecoli inh,OPRM1-OPRD1 ag
Nc1nnc(SCC(=O)Nc2ccc3c(c2)OCCO3)s1,-1,90,116,-9,-1,2,2.8,-4,0.8,1.8,-0.5
Cc1ccc(N=CC2=C(O)CC(c3ccc(Cl)cc3)CC2=O)cc1 (centres undefined),2,116,6,-25,23,21,4.1,-5,2.8,2.9,-4.0
Cn1c(SCC(=O)N/N=C/c2ccccn2)nnc1-c1ccccc1,6,.,5,-17,-21,14,0.8,4,4.0,-2.9,-2.9
COC(=O)c1c(NC(=O)C2CCCCC2)sc2c1CC(C)(C)NC2(C)C,2,104,-9,-6,-6,-13,-0.9,-2,-2.6,3.9,2.5
